TDP2 absorb – TDP2 (human) inhibition, absorbance primary screen; recombinant TDP2, T5PNP hydrolysis, p-nitrophenol absorbance 415 nm; O95551; inhibition, % at 12.8 µM; 370,000 compounds, 0.34% hits;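 active means inhibition above the mean of all tested compounds plus 3 SD, set per campaign, cut at about 25% in these data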;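 further: 0% = DMSO with enzyme and 100% = buffer with substrate but no TDP2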
Target sequence (O95551 whole entry, looked up): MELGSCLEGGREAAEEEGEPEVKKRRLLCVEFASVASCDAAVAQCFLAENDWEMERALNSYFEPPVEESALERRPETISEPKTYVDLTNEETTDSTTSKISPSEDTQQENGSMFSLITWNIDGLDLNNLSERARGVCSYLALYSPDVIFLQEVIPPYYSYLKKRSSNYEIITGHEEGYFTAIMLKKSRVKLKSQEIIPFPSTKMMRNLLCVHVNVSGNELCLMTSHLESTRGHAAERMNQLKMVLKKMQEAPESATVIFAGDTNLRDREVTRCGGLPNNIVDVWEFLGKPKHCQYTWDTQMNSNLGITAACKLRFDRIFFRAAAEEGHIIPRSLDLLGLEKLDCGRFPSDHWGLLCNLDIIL
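Assay system: Recombinant human TDP2 | Quantity: 120 nM TDP2 per well | Incubation: 2 h at 37 °C | Signal: Epi absorbance | Evaluation: Percent inhibition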
HTRA1 inhibitor – inhibitors of human serine peptidase HTRA1; recombinant HTRA1, FP-rhodamine activity-based probe, fluorescence polarization; inhibition, % at 5.96 µM; 340,000 compounds, 0.5% hits; AID 504803; in the data active means inhibition above about 36%;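 further: 0% = enzyme with DMSO and 100% = wells lacking enzyme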
PRMT1 FP inh – blocks human protein arginine methyltransferase 1 | Q99873 | 370,000 compounds, 1.3% hits | inhibition, % at 2.79 µM | AID 652257 | recombinant PRMT1, activity-based probe fluorescence polarization;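 active means inhibition above about 21% made by adding two undisclosed values, limit read from the data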
Target sequence (Q99873 whole entry, looked up): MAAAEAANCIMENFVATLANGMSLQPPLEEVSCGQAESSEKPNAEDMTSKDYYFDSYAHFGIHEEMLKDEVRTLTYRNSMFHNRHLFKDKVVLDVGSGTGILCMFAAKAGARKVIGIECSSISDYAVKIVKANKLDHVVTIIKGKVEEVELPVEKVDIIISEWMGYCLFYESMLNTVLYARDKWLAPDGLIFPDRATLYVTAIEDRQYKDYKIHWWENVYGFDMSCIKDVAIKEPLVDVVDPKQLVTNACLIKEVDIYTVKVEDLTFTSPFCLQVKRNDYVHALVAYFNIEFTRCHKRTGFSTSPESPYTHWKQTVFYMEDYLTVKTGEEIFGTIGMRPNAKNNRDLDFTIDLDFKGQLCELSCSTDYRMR
NPR2 activator – GC-B (human) receptor activation | activation, % at 10 µM | HEK293-GC-B cells, CNP EC30, cGMP TR-FRET; 0% at EC30 CNP, 100% saturating CNP | 370,000 compounds, 0.11% hits;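 active means activation at 10 µM reaching about 35% in either raw or pattern-adjusted values, limit read from the data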
ABHD4 inh – ABHD4 (mouse) inhibition, primary FP screen; AID 720543; 370,000 compounds, 0.54% hits; purified mABHD4, FP-Rh probe fluorescence polarization; Q8VD66; inhibition, % at 8.92 µM;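 active means inhibition exceeding the mean over every tested compound plus 3 SD, cut at about 30% in these data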;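 further: 0% = plate median of compound wells and 100% = S159A mutant with DMSO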
Target sequence (Q8VD66 whole entry, looked up): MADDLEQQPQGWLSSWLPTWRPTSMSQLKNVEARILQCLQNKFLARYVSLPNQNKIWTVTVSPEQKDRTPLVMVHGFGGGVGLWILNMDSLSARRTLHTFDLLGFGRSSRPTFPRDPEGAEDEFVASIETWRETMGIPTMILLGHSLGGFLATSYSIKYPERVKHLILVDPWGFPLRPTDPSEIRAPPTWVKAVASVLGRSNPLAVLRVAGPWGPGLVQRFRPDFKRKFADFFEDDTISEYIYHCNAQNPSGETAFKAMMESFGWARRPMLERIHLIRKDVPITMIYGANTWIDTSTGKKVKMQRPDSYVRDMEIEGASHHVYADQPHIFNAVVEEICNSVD
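Assay system: mouse ABHD4 enzyme, wild type / Also added: fluorescent activity-based probe FP-Rh / Doses: single nominal dose of 8.92 µM, 0.89% DMSO final / Timing: 45 min compound pre-incubation plus 60 min probe step, 25 °C / Signal: FP readout, ex 525 nm / em 598 nm / Control set: S159A mutant/DMSO as 100%, compound-well median as 0%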
MBD2 inh – inhibitors of human MBD2 binding to methylated oligonucleotide. AID 686964. inhibition, % at 4.4 µM. 370,000 compounds, 0.31% hits. Q9UBB5. TR-FRET; in the data active means inhibition above about 13%
TCR-CD3 inh – human TCR-CD3 binding inhibition | TAMRA-labeled TCR probe fluorescence, biochemical | inhibition, % at 9.4 µM | 360,000 compounds, 0.37% hits | AID 651800; in the data active means inhibition above about 19%;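 further: recombinant mutant TCR 2C K166C tagged with TAMRA read by polarization; 0% = receptor in buffer alone and 100% = receptor with positive control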
rCAG binder – molecules binding r(CAG) RNA repeats | r(CAG) RNA repeat, TO-PRO-1 dye displacement fluorescence | inhibition, % at 3 µM | 370,000 compounds, 1.3% hits;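 active means inhibition above the plate cutoff, the mean of all test compounds on that plate plus 3 SD, cut at about 35% in these data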;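 further: 0% = DMSO alone and 100% = 100 µM mitoxantrone as full dye displacement; higher means more dye released from RNA so lower well fluorescence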
LEDGF integ inh – blocks HIV-1 LEDGF/p75-dependent DNA integration; 370,000 compounds, 0.64% hits; inhibition, % at 3.7 µM; TR-FRET IN-LEDGF/p75 DNA integration, Eu/Cy5;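 active means inhibition above the screen-wide mean plus 3 SD, cut at about 13% in these data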;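 further: signal is the Cy5 over europium emission ratio at 671 and 618 nm; 0% = plate median of compound wells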
SIAE primary – inhibitors of human sialic acid acetylesterase SIAE; 370,000 compounds, 0.69% hits; Q9HAT2; SIAE FP-Rh probe binding, fluorescence polarization; inhibition, % at 9.66 µM;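 active means inhibition above a cutoff: mean of compounds within the control limits plus 3 SD of those, cut at about 17% in these data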;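 further: 0% = plate median of compound wells and 100% = probe without SIAE protein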
Starred values were filed as active, the others as inactive; . = not tested or not shown.

SMILES	TDP2 absorb	HTRA1 inhibitor	PRMT1 FP inh	NPR2 activator	ABHD4 inh	MBD2 inh	TCR-CD3 inh	rCAG binder	LEDGF integ inh	SIAE primary
N#Cc1ccc(/C=N/NC(=O)c2cccc(S(=O)(=O)N3CCOCC3)c2)cc1	9	-3	-2	-3	-5	3	-1	-3	1	-1
CCCCOC(=O)c1ccc(NC(=O)CN2C(=O)NC3(CCCCCC3)C2=O)cc1	-1	-41	-5	2	-28	5	5	4	-1	-13
CCc1nnc(NS(=O)(=O)c2ccc(NS(=O)(=O)c3ccccc3)cc2)s1	0	1	0	1	-4	0	-1	15	-2	1
CCN(CC)S(=O)(=O)c1ccc(F)c(C(=O)OC2CC(C)OC2=O)c1 (centres undefined)	-11	7	8	2	2	4	-4	0	-4	4
COc1cccc(CNC(=O)C2CCN(S(=O)(=O)c3cnc[nH]3)CC2)c1	-1	1	0	5	4	1	-8	-1	4	7
O=C(NCCc1ccccc1)c1ccc2c(c1)OCCO2	-9	-1	-5	-1	-5	-4	1	1	2	-7
O=S(=O)(/C=C/c1ccccc1)NCc1ccccc1Cl	1	-12	-3	4	-8	1	-2	-4	3	3
CC(C)C(=O)NC(Nc1cccc2cccnc12)C(Cl)(Cl)Cl (centres undefined)	-7	-25	1	1	-1	-5	5	-2	2	-2
CC1Cc2ccccc2N1C(=O)CO/N=C/c1ccc(OC(F)F)cc1 (centres undefined)	1	-3	1	2	-5	0	-2	0	-1	4
COc1ccc(CN2C(=O)COc3ccccc3C2c2nnnn2C2CCCCC2)cc1 (centres undefined)	5	.	2	-14	4	1	.	13	-1	4
CC(C)CC1CCCCC1OC(=O)CN1CCCCC1 (centres undefined)	2	5	-1	4	-1	0	2	0	3	1
CC(=O)c1cccc(NC(=O)C2COc3ccccc3O2)c1 (centres undefined)	13	-1	-4	-1	1	3	3	-1	0	3
C=CCN1C(=O)[C@H](CC(=O)NCc2cccs2)[C@@]2(C(=O)OCC)CCCC=C12	-4	.	2	-1	2	-2	.	2	-4	-3
CC(=O)Nc1ccc(-c2ccnc3c2CC(C)(C(=O)NCCC(F)(F)F)O3)cc1 (centres undefined)	-3	.	-3	-2	5	-5	5	1	5	2
Cc1ccccc1N1CC(C(=O)Nc2nnc(SCC(=O)Nc3nccs3)s2)CC1=O (centres undefined)	-9	-22	9	-4	-19	-2	-10	23	6	-30
COc1cccc(NC(=O)CC(C)=O)c1	3	0	1	-1	-4	0	-2	-2	-2	-1
CCn1c(SCC(=O)Nc2cccc(F)c2)nnc1-c1cc2cc(Br)ccc2o1	7	-3	0	5	-4	-1	-2	3	1	-3
CC(=O)N1CCc2cc(Br)cc(S(=O)(=O)NCCCN(C)Cc3ccccc3)c21	4	-4	-7	-5	0	2	1	-5	1	1
CCC(CC)NC(=O)c1ccc2c(c1)OCCO2	6	8	-2	0	3	-1	3	-1	-2	6
COCC(=O)Nc1ccc(C(N)=O)cc1	5	-3	-1	0	3	-1	1	0	-3	-3
CC(C)(C)n1nc2c(c1NC(=O)Cc1ccccc1)CS(=O)(=O)C2	-4	5	0	2	4	3	-2	-1	-4	-1
COc1ccc(C(=O)Nc2ccccc2C(=O)NCc2ccco2)cc1	-4	-18	-1	0	-15	2	-2	2	3	-4
Cn1ncc(C(=O)Nc2ccc(Cl)cc2)c1C(F)(F)F	-4	.	7	-5	-8	4	0	-2	-2	-2
C=CCc1ccccc1OCCCCN1CCCC1	8	11	3	-4	17	4	-11	3	0	1
O=C(NCc1csc2ccccc12)Nc1cc(Cl)cc(Cl)c1	1	-13	1	-6	-16	4	9	4	-2	-8

Part of the list above in order of length of the SMILES, descending.
SMILES	TDP2 absorb	HTRA1 inhibitor	PRMT1 FP inh	NPR2 activator	ABHD4 inh	MBD2 inh	TCR-CD3 inh	rCAG binder	LEDGF integ inh	SIAE primary
Cc1ccccc1N1CC(C(=O)Nc2nnc(SCC(=O)Nc3nccs3)s2)CC1=O (centres undefined)	-9	-22	9	-4	-19	-2	-10	23	6	-30
CC(C)(C)n1nc2c(c1NC(=O)Cc1ccccc1)CS(=O)(=O)C2	-4	5	0	2	4	3	-2	-1	-4	-1
CC(C)C(=O)NC(Nc1cccc2cccnc12)C(Cl)(Cl)Cl (centres undefined)	-7	-25	1	1	-1	-5	5	-2	2	-2
O=C(NCCc1ccccc1)c1ccc2c(c1)OCCO2	-9	-1	-5	-1	-5	-4	1	1	2	-7

The listing continues:
SMILES	TDP2 absorb	HTRA1 inhibitor	PRMT1 FP inh	NPR2 activator	ABHD4 inh	MBD2 inh	TCR-CD3 inh	rCAG binder	LEDGF integ inh	SIAE primary
O=[N+]([O-])c1ccc(O)c2cccnc12	-3	-3	7	-1	5	-12	2	-2	2	4
CN(C)c1ccc(/C=N/Nc2ccc(-n3ccnc3)nn2)cc1	10	7	5	-12	11	8	1	8	-3	0
O=C(NCC1([N+](=O)[O-])CN(C(=O)c2ccccc2)CN(C(=O)c2ccccc2)C1)c1ccccc1	9	2	2	-6	3	-5	-2	3	-1	7
Cc1ccc(C(O)(COC(=O)C(C)C)COC(=O)C(C)C)c(O)c1	6	1	-1	-7	1	-1	1	-5	2	2
CCOCCCN1C(=O)CN(C2CCCCC2)C(=O)C1c1ccc(OCC)c(OC)c1 (centres undefined)	5	8	-4	2	6	-2	-4	-8	0	8
O=C(NCc1ccccc1)N1CCN(CCO)CC1	-12	8	3	2	4	2	2	-4	-4	-8
CN(C)CCCN1c2ccc(O)cc2Sc2ccc(Cl)cc21	-1	10	9	-22	29	-4	-4	10	-3	10
Cc1ccccc1OCc1nnc(SCC(=O)N2c3ccccc3Sc3ccc(Cl)cc32)o1	6	11	1	-8	-1	0	6	4	0	-3
COc1ccc(-c2cc(C(=O)Nc3ccccc3N3CCOCC3)c3ccccc3n2)cc1OC	-16	-33	-2	7	-4	0	4	6	5	-11
CCN(C(=O)CN1C(=O)NC2(CCc3ccccc32)C1=O)C1CCCCC1 (centres undefined)	5	2	14	5	-2	1	-5	-6	1	5
CCOC(=O)C=C(C(=O)OCC)C(=O)OCC	-6	-10	11	-9	6	-6	3	-3	1	2
CCOc1cc(Cl)c(S(=O)(=O)NCc2cccnc2)cc1Cl	-20	-5	0	-2	-7	1	-7	0	0	3
COC(=O)C1=C(CN2CCN(C)CC2)NC(=O)NC1c1cc(C)ccc1C (centres undefined)	6	8	-2	-2	2	4	0	-4	3	7
Cc1c(C(Nc2ccccn2)c2ccccc2)c(=O)n(-c2ccccc2)n1C (centres undefined)	9	7	-1	-2	4	8	2	-4	-1	-2
COC(=O)c1cn(Cc2cccnc2)c(=O)c2ccccc12	-13	0	6	3	-11	7	-11	-1	-2	-8
NC(=O)C1(N2CCCCC2)CCN(C2CC(=O)N(Cc3ccc(N4CCCC4=O)cc3)C2=O)CC1 (centres undefined)	9	4	42*	-2	2	0	-4	-5	-4	1
CCOC(=O)c1cnc(SCc2nc(N)nc(Nc3ccc(F)cc3)n2)nc1N	9	-28	2	2	-7	-2	1	1	4	-13
CCC(C)c1ccc(NC(=O)C2CCN(c3ncccn3)CC2)cc1 (centres undefined)	10	-13	-2	-4	5	-2	-1	-6	5	1
CCCC1CC(C(=O)Nc2ccccc2)C(=O)O1 (centres undefined)	-1	6	0	1	-2	8	0	4	0	0
CC(=O)c1ccccc1OCCCCN1CCCCC1	17	5	-3	1	10	1	3	-1	-3	-1
CCCCc1ccc(CC2S/C(=C(\C#N)C(=O)N3CCOCC3)N(c3ccccc3)C2=O)cc1 (centres undefined)	-7	-6	4	-2	-18	8	-6	2	-1	-5
Cc1ccccc1N1CCN(Cc2ccc(Br)o2)CC1	22	-6	0	-2	8	0	1	-8	-4	7
O=C(CCN1C(=O)c2ccccc2C1=O)NCCCn1ccnc1	-2	-5	2	6	7	-4	7	0	1	-3
CN1CCN(c2ccc(NC(=S)NC(=O)c3cccc4c(Br)cccc34)cc2)CC1	-11	1	-2	0	-4	-1	-1	-2	-1	1
COc1ccc(NC(=O)COc2cc(C)cc(C)c2)cc1S(=O)(=O)N1CCCCC1	-3	-36	-4	2	0	-1	-5	0	2	-1

Carrying on:
SMILES	TDP2 absorb	HTRA1 inhibitor	PRMT1 FP inh	NPR2 activator	ABHD4 inh	MBD2 inh	TCR-CD3 inh	rCAG binder	LEDGF integ inh	SIAE primary
O=C(NCC1CCCO1)C1CCCN(S(=O)(=O)c2ccc(Cl)cc2)C1 (centres undefined)	-3	-8	-1	3	1	3	-1	-2	1	-2
Cc1ccc(NS(=O)(=O)c2ccccc2[N+](=O)[O-])cc1C	6	1	1	2	0	-1	-2	5	0	-2
Cn1c(C(O)c2ccc(Cl)cc2)nc(Cl)c1Cl (centres undefined)	2	4	-2	-6	0	2	8	-4	-2	2
C=CCNC(=O)c1cccc(NS(=O)(=O)c2ccc(Cl)cc2)c1	-10	-2	8	-5	-9	8	-7	1	-1	-6
COc1ccccc1C(=O)COC(=O)CN1C(=O)C2CC=CCC2C1=O (centres undefined)	7	1	2	3	1	0	7	-2	-2	1
O=C(O)Cc1sc(Nc2ccc(F)cc2)nc1-c1cccs1	-7	-15	31*	-1	-71	-4	-54	25	5	-51
CCOc1ccc(N2CC(C(=O)NCc3nnnn3-c3ccc(C)c(C)c3)CC2=O)cc1 (centres undefined)	1	-2	-2	-4	6	-3	1	-6	2	-3
CCN(CC(=O)Nc1ccc(NC(C)=O)cc1)CC(=O)Nc1ccc(Cl)c(Cl)c1	15	-1	4	0	12	3	2	1	-3	-1
CCOc1ccc(NC(=O)CSc2nnc(-c3ccco3)n2N)cc1	-5	1	6	3	6	2	4	4	2	2
Cc1ccsc1/C=N/NC(=O)c1ccco1	12	8	0	0	1	2	3	2	-1	-3
CC(C)NC(=O)N(C)C[C@H]1Oc2ccc(NC(=O)NC3CCCCC3)cc2C(=O)N([C@H](C)CO)C[C@@H]1C	-9	6	2	-1	6	-3	-5	1	2	5
O=C1CCc2cc(S(=O)(=O)NCCC(=O)N3CCN(c4cccc(Cl)c4)CC3)ccc2N1	14	5	-1	-2	-2	-2	4	5	2	3
CC(O)(c1cccnc1)c1nc(-c2cccc(C(F)(F)F)c2)cs1 (centres undefined)	-5	.	-2	-2	-9	1	-1	2	4	-1
O=C(Nc1nnc(CSCc2ccc(F)cc2)s1)c1cccc([N+](=O)[O-])c1	-5	2	3	-1	-3	1	-1	2	4	6
Cc1nn(-c2ccccc2)c(C)c1/C=N/NC(=O)c1ccc(F)cc1	-2	-5	0	-6	-2	-2	-4	-4	2	1
O=C(CNC(=O)c1ccc(Cl)cc1)NNC(=O)c1ccc(Br)cc1	-1	2	-1	-3	-5	-3	-2	3	2	-12
C[C@H](CO)N1C[C@H](C)[C@@H](CN(C)CC2CCCCC2)Oc2c(NS(=O)(=O)c3ccccc3)cccc2C1=O	-4	0	-1	-5	6	-3	4	-4	1	2
C=CCNc1nc(C(F)(F)F)nc2c1nnn2Cc1ccccc1Cl	-2	-6	-4	8	-6	-4	3	-6	4	2
O=C1C2C(C(=O)N1Cc1ccco1)C1C=CC2C12CC2 (centres undefined)	-26	4	-1	11	-5	-6	-7	-4	3	-6
CCn1c(SCC(=O)NC2CCCc3ccccc32)nnc1-c1ccncc1 (centres undefined)	-2	-1	-1	4	2	2	-1	-1	1	7

Screening results: PubChem BioAssay, several laboratories

This is a subset; count on the stated rates, not on these rows.
